JMJD2C inh: inhibitors of GASC-1 histone demethylase, primary screen, biochemical, fluorescence, DELFIA europium. Lysine-specific demethylase 4C (Homo sapiens), Q9H3R0. actives 0.069% (n = 330,000). GST-JMJD2C(1-420) H3K9me3 demethylation. inhibition, % at 2.35 µM;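 active means more than half of a compound's replicate wells show inhibition beyond 50%, single wells judged on their own value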;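 further: signal counts dimethyl H3K9 product captured on neutravidin plate; 0% = median of DMSO wells and 100% = 0.3 times that DMSO median; strong numbers were not always called active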
PREPL inhibitor: PREPL enzyme inhibitors, primary screen, biochemical, fluorescence polarization; recombinant PREPL, fluorescence polarization activity-based probe; inhibition, % at 5.96 µM; Prolyl endopeptidase-like (Homo sapiens), Q4J6C6; actives 0.68% (n = 320,000); AID 2751, 2010; in the data active means inhibition above about 43%;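 further: 0% = enzyme with DMSO and 100% = wells lacking enzyme; many of its hits are not listed in these tables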
Target sequence (Q4J6C6 whole entry, looked up): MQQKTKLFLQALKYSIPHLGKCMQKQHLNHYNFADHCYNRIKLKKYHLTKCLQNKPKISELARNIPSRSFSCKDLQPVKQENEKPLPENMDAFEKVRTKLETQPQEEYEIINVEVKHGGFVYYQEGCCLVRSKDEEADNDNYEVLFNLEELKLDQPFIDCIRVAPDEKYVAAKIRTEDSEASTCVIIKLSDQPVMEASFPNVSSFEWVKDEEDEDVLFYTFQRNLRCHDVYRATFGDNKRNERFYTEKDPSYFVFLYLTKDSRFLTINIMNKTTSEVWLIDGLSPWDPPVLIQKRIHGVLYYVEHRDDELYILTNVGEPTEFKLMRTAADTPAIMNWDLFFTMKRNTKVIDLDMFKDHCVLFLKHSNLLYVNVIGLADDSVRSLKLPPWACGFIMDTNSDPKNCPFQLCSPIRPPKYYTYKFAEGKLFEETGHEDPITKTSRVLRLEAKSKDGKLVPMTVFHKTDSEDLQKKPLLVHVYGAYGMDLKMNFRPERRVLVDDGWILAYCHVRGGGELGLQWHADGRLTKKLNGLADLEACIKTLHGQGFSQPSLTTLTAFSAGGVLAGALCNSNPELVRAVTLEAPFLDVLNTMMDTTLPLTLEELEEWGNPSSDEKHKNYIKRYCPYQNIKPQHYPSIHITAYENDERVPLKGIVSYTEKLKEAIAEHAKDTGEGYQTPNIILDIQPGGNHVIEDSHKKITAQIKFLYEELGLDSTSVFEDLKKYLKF
PP5 inh: PP5 phosphatase inhibitors, primary screen, biochemical, fluorescence. Serine/threonine-protein phosphatase 5 (Homo sapiens), P53041. purified PP5c, OMFP substrate fluorescence. inhibition, % at 6.7 µM. actives 0.18% (n = 320,000);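 active means inhibition above the campaign's mean inhibition across all tested compounds plus 3 SD, cut at about 9.5% in these data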;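 further: 0% = DMSO only and 100% = 100 µM cantharidin control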
Efflux pump inh: inhibitors of Candida efflux pumps in yeast, primary screen, S. cerevisiae, Nile Red, multiplex; S. cerevisiae Candida pump triplex; inhibition, % at 10 µM; actives 0.44% (n = 330,000); AID 485275, 2010;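 active means plate passing quality check with inhibition over a set limit, or well fluorescence over plate mean plus 4 SD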;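 further: Nile Red retained in pooled yeast measured as flow cytometry median fluorescence; 0% = buffer negative control and 100% = Enniatin B positive control; higher means more Nile Red kept so more efflux inhibition; some compounds called inactive have numbers as strong as hits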
HCV core dimer: inhibitors of HCV core protein dimerization, primary screen, biochemical, TR-FRET, high-throughput; inhibition, % at 5 µM; actives 0.33% (n = 300,000); AID 1899, 2009; TR-FRET GST/Flag-core106 dimerization, 1536-well;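 active means inhibition above the mean of all tested compounds plus 3 SD, set per screening campaign, cut at about 45% in these data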
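System: GST/Flag-tagged HCV core106 proteins. Incubation: compound-protein-antibody incubation 4 h at 22.5 °C. Technique: HTRF with 340 nm excitation, 617/671 nm emission. Medium: KF-containing HEPES buffer, pH 7.45, DTT, CHAPS, BSA. Read-out: inhibition (%) from 671 over 617 nm ratio. Also added: Eu(K)-anti-GST 90 ng/mL plus XL665-anti-Flag 1 µg/mL.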
TPT1 inhibitor: Candida albicans TPT1 enzyme inhibitors, primary screen, biochemical, fluorescence polarization; tRNA 2'-phosphotransferase TPT1 (Candida albicans SC5314); recombinant caTPT1, FP RNA substrate dephosphorylation; inhibition, % at 5 µM; actives 0.81% (n = 300,000); AID 1962, 2009;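 active means inhibition above the mean of all tested compounds plus 3 SD, set per screening campaign, cut at about 24% in these data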;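 further: plate controls were DMSO alone for no effect and ferristatin control at 100 nM for full effect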
LYPLA2 counter: LYPLA2 inhibitors, primary screen, counter-screen for PME1 inhibitor project, biochemical, fluorescence polarization, FP-Rh probe ABPP; AID 2177, 2009; actives 0.38% (n = 320,000); inhibition, % at 5.9 µM; recombinant LYPLA2;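 active means inhibition above the screen-wide mean plus 3 SD, limit set per campaign, cut at about 26% in these data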;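 further: 0% = LYPLA2 with DMSO and 100% = wells lacking LYPLA2 enzyme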
Target sequence (O95372 whole entry, looked up): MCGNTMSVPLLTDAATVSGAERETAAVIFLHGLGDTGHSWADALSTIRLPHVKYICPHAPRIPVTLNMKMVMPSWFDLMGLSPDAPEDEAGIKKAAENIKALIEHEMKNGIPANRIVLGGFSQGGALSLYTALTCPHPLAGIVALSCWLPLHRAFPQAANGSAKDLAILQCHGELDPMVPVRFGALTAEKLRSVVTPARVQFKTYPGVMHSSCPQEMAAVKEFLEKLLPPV
PP1 inh: PP1-alpha phosphatase inhibitors, primary screen, counter-screen for PP5 inhibitor project, biochemical, fluorescence, OMFP substrate, single point | Serine/threonine-protein phosphatase PP1-alpha catalytic subunit (Homo sapiens), P62136 | purified PP1alpha | inhibition, % at 6.7 µM | actives 0.9% (n = 320,000) | AID 2235, 2010;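 active means inhibition above the mean inhibition of all tested compounds plus 3 SD, computed separately for each screening campaign, cut at about 15% in these data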
Fh CTSL1 inh: Fasciola hepatica cathepsin L1 inhibitors, primary screen, counter-screen for PFM18AAP inhibitor project, biochemical, QFRET, fluorogenic peptide substrate; recombinant F. hepatica cathepsin L1, Z-Leu-Arg-MCA fluorescence; inhibition, % at 5.96 µM; actives 0.49% (n = 300,000); AID 1906, 2009;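 active means inhibition above the mean of all tested compounds plus 3 SD, set per screening campaign, cut at about 17% in these data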;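 further: 0% = plate median of test compound wells and 100% = 1 µM Z-Phe-Ala-diazomethylketone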
* = called active by the depositor; i = inactive; . = no result given.

SMILES	JMJD2C inh	PREPL inhibitor	PP5 inh	Efflux pump inh	HCV core dimer	TPT1 inhibitor	LYPLA2 counter	PP1 inh	Fh CTSL1 inh
NC(=O)c1nsc(C(=O)N(c2ccccc2F)C(C(=O)NCc2ccccc2)c2ccc(O)cc2)c1N (stereo not given)	9	5	2.2	0.0	7	0	-24	5	1
CC(C)C(NC(=O)c1ccccc1F)C(=O)Nc1nccs1 (stereo not given)	-6	-4	-1.2	-0.1	-1	0	3	-3	-3
O=C(NCc1ccccn1)C(F)(F)C(F)(F)C(=O)NCc1ccccn1	-16	14	3.1	-0.1	-2	-5	13	-7	-5
O=C(N/N=C/c1ccccc1[N+](=O)[O-])C(=O)N1CCCC1	3	-2	1.3	-0.2	4	-3	1	0	0
C#CCOCCOCCOCCNc1nc(N2CCN(C(=O)C([C@@H](C)CC)n3cc(C(N)COC(=O)C(F)(F)F)nn3)CC2)nc(N2CCN(C(=O)[C@H](CCC(=O)O)n3cc(C(N)CC(C)C)nn3)CC2)n1 (stereo not given in full)	-16	-3	3.1	-0.1	4	-2	0	1	14
Cc1c(C(=O)NC(=S)Nc2ccccc2N2CCCC2)cccc1[N+](=O)[O-]	41	12	3.5	0.1	9	7	4	4	14
CC(C)N(Cc1ccccc1)C(=O)C1CCN(c2ncnc3c2nc2n3CCCCC2)CC1	-4	-2	-0.2	-0.2	1	-2	7	6	2
COc1ccc(NC(=O)NNC(=O)C(C)Oc2ccc(C(C)C)cc2)c(OC)c1 (stereo not given)	-3	4	-0.2	-0.2	-1	-4	-5	0	5
COc1cc(Cl)c(C)cc1NC(=O)COC(=O)c1ccc(CN2CCCC2=O)cc1	0	1	3.3	0.0	.	.	1	-1	.
O=C(Cc1ccccc1)NNC(=S)NC(=O)c1cccs1	-11	0	2.8	0.0	-5	-6	-5	8	0
CCCN(CCC)C(=O)C1CCN(c2ccc(S(=O)(=O)N3CCOCC3)cc2[N+](=O)[O-])CC1	1	6	-1.1	-1.4	6	-3	5	-3	-5
COc1ccccc1CNC(=O)C1CCCN(S(=O)(=O)c2cnc[nH]2)C1 (stereo not given)	.	22	0.9	-0.2	-1	-1	-1	2	1
COc1ccc(C(=O)NCc2ccc(C)cc2)cc1S(=O)(=O)N1CCCC1	3	15	-1.3	0.2	.	.	4	-1	.
COc1cc(C2NC(=O)NC(c3ccccc3)=C2C(C)=O)c(Br)c(Br)c1O (stereo not given)	1	0	0.4	0.2	0	-2	4	-3	-5
O=[N+]([O-])c1cccc2c3c([nH]c12)CCCC3	i	-1	5.9	0.2	-3	2	5	1	0
CCN(CC)S(=O)(=O)c1ccc(Oc2ccccc2)cc1	0	20	4.3	0.2	5	-1	2	-5	2
CCOc1ccc(C(C)(N)C(=O)O)cc1 (stereo not given)	.	-4	0.9	0.0	-4	0	7	-4	-1
CC(C)CNc1nc(NC(C)(C)C)nc(Oc2ccc(=O)[nH]n2)n1	1	-2	-1.9	0.1	4	-3	5	-3	2
Cn1nc(-c2ccc(Cl)cc2)cc1NC(=O)CCCC(=O)O	2	4	1.2	-0.1	1	-2	4	-3	-3
CCOCCCNC(=O)C(Cc1ccccc1)NS(=O)(=O)c1cccc2nsnc12 (stereo not given)	7	14	-3.4	0.0	-2	-1	-2	-1	0
COc1ccc(C(=O)O/N=C2\C(=O)N(C)c3ccccc32)cc1	-2	5	-0.4	0.4	1	2	-1	1	-18
COc1ccc(C(=O)OCC(=O)NC2CCCCCC2)cc1OC	.	6	1.8	0.3	.	.	3	-2	.
COC(=O)/C=C1/S/C(=N/NC(=O)c2ccc(OC)cc2)NC1=O	9	-1	0.4	0.0	1	-4	-5	-2	1
O=C(Nc1cccc(Cl)c1Cl)C1CCCO1 (stereo not given)	7	0	-3.4	0.0	1	-3	4	1	-3
COc1cc(C[C@@H]2C(=O)OC[C@H]2Cc2ccc(OC)c(OC)c2)ccc1O	7	2	-2.2	-0.2	.	.	-5	-2	.
Cc1ccc(N2C(=O)NC3(CCCCC3)C2=O)cc1	4	-5	2.3	0.0	1	0	4	-3	2
CC1CN(S(=O)(=O)c2cccc(C(=O)N(Cc3nnc(-c4ccccc4Cl)o3)C3CC3)c2)CC(C)O1 (stereo not given)	0	13	0.3	-0.1	-7	-6	4	-2	-2
CCOc1ccc(S(=O)(=O)NCc2ccccn2)cc1	1	1	1.2	0.0	4	-2	2	3	-1
CCCCN(C)CCNC(=O)c1c[nH]c2ccc(S(=O)(=O)N(CC)CC)cc2c1=O	6	18	4.5	0.1	0	-3	1	0	1
Cc1[nH]c2ccccc2c1CCN(Cc1cccnc1)C(=S)Nc1ccc(F)cc1	-9	20	4.2	0.4	5	0	1	1	4
Cc1ccc(NC(=S)N(Cc2ccco2)C2CCN(C(C)C)CC2)cc1	3	1	-0.5	-0.2	-10	3	-1	-2	-2
C=CCn1c(SCc2n[nH]c(=S)n2-c2ccccc2)nnc1-c1ccccc1	1	-4	-1.8	0.0	4	0	3	-2	-1
Cc1nnc(NC(=O)c2ccc3ccccc3c2)s1	2	-8	1.0	0.4	0	0	-8	0	0
Cc1ccc(NC(=O)C2COc3ccccc3O2)cc1S(=O)(=O)N1CCCCC1 (stereo not given)	23	6	2.3	-0.2	.	.	-10	0	.
CCN(CC)S(=O)(=O)c1ccc(N/N=C(\C)c2cccnc2)nc1	-7	-2	-1.4	0.1	-3	2	-1	-1	1
O=C(CSc1ccc(Cl)cc1)Nc1ccccc1Oc1ccccc1	0	-2	1.5	-0.1	9	3	7	6	2
Cc1cccc(C)c1NC(=O)NCCSc1snnc1C	2	13	-0.1	0.0	4	-1	-4	-3	2
Cc1ccc(S(=O)(=O)NC2CC2)cc1[N+](=O)[O-]	-5	6	1.7	0.2	-1	-1	7	-1	-1
Cc1cc(C)c2c(c1)/C(=N/NC(=O)c1ccc(O)cc1)CCC2	2	-3	0.0	0.0	2	0	-8	-1	-1
Cc1ccc(C2Nc3ccc4ccccc4c3C3=C2C(=O)CC(C)(C)C3)o1 (stereo not given)	0	5	3.1	-0.5	0	1	-3	6	1
Cc1ccc(C(=O)N2C3C=CC(C3)C2(C(F)(F)F)C(F)(F)F)cc1 (stereo not given)	17	-3	2.2	0.2	1	-2	-2	2	-2
COc1ccc(C)cc1S(=O)(=O)NCCC1=CCCCC1	-4	7	7.6	0.1	1	2	5	-3	-4
COC1CCN(Cc2c(C(=O)N3C[C@@H](C)O[C@@H](C)C3)nc3ccc(Cl)cn23)CC1	1	16	3.8	-0.1	-15	-1	6	1	-4
O=C1C=C(c2ccc3ncccc3c2)C[C@@H](c2ccc3c(c2)OCO3)C1	6	-36	3.9	-0.3	.	.	16	4	.
CCN1CCN(C(=O)c2ccc3c(c2)N(Cc2ccc(F)cc2)C(=O)c2ccccc2S3=O)CC1 (stereo not given)	-10	5	2.5	-0.1	-8	0	-1	-4	-1
CSc1nnc(NC(=O)c2ccc(C)c(S(=O)(=O)N3CCOCC3)c2)s1	-3	13	0.2	-0.1	5	-8	10	1	6
COc1cc2ccccc2cc1C(=O)Nc1ccc(O)cc1	-7	20	0.6	0.7	0	-5	-2	2	5
Cc1ccc(N2C(=O)[C@@H]3C(C(=O)C(c4ccccc4)c4ccccc4)=NN[C@@H]3C2=O)cc1	-2	2	4.6	-0.3	15	4	2	2	2
O=C(NCc1ccncc1)C1CCCN(S(=O)(=O)Cc2ccccc2)C1 (stereo not given)	-5	-8	0.5	-0.1	0	-1	3	-2	3
COC(=O)c1sccc1NC(=O)Nc1cccc(C)c1	11	2	3.8	-0.1	3	-2	4	-1	2
Cc1ccc2c(c1)nc(NCCCO)n2C	-6	12	4.6	0.1	-1	-1	0	-1	2
O=C(Nc1nc(-c2cccnc2)cs1)c1ccccc1F	-1	0	0.8	0.0	4	-1	4	5	0
CS(=O)(=O)c1ccc(NC(=O)CN2C(=O)C3CCCCC3C2=O)cc1 (stereo not given)	-2	2	1.6	0.0	0	-1	5	-1	1
COc1ccccc1-n1c(C)nnc1SCC(=O)Nc1cc(C)cc(C)c1	-4	3	1.5	-0.1	-3	-3	5	1	-3
COc1ccc(/C=C/C(=O)c2ccoc2)cc1	2	18	-0.6	-0.2	-1	-5	4	0	0
O=C(C1=C(O)C(=O)N(CC2CCCO2)C1c1ccccc1F)c1ccco1 (stereo not given)	1	3	-1.5	0.0	11	0	0	-4	3
CC(C)(C)c1ccc(S(=O)(=O)N2CCCC2C(=O)NC2=NCCS2)cc1 (stereo not given)	0	10	-1.0	0.0	-5	-3	6	-1	-1
Cc1cc(C(=O)NNC(=O)c2sccc2C)c(C)o1	-2	16	-0.7	0.0	-8	-3	-6	-3	-1
CCN1CCN(C(=O)c2ccc(CSc3ccc(C)cc3)cc2)CC1	1	19	-2.1	0.0	-1	-4	6	-2	0
N#CCCn1nc(-c2ccccc2)c2ccccc2c1=O	2	-4	-0.9	0.2	0	1	-6	-2	-6

(further entries)
SMILES	JMJD2C inh	PREPL inhibitor	PP5 inh	Efflux pump inh	HCV core dimer	TPT1 inhibitor	LYPLA2 counter	PP1 inh	Fh CTSL1 inh
O=C(CCc1nnc(Cc2ccc(-c3ccccc3)cc2)o1)NCC1CC1	-2	12	-0.3	-0.1	4	0	3	-3	3
CC1=CC2=NC(=O)CC(C)(C(=O)N(CC(=O)NC3CCCC3)Cc3ccc(Cl)cc3)N2C=C1 (stereo not given)	1	4	0.5	-0.1	10	-1	6	-3	0
O=S(=O)(N1CCCCC1)N1CCNCC1	-1	-7	0.9	0.0	-1	-3	4	-1	-1
O=C(N/N=C/c1cccc(Oc2ccccc2)c1)c1ccncc1	-14	-6	1.5	0.1	-4	-1	3	2	6
Cc1ccc(S(=O)(=O)N2CCCCC2)c2nsnc12	-5	11	0.7	0.0	-25	0	-5	-3	0
CN(C)c1nc(C(F)(F)F)cc(=O)[nH]1	-17	4	-6.2	0.1	-9	-4	-5	-3	-10
COc1ccc(N2CCN(CCCNC(=O)C3CCC(CNc4nc(=S)[nH]c5ccccc45)CC3)CC2)cc1 (stereo not given)	2	26	0.0	0.3	2	-2	15	-3	1
O=C(Nc1ccc(Br)cn1)c1ccc(Cl)s1	11	7	5.1	-0.2	-29	-1	3	-3	7
O=C(NNS(=O)(=O)c1ccc(Cl)cc1)NC1CCCCC1	-17	9	-1.6	0.0	-5	-4	-2	1	2
CCn1cc(C(=O)N[C@@H](C)C(=O)NCCCN2CCOCC2)c(=O)c2cc3c(cc21)OCO3	0	-2	0.9	0.1	-3	1	1	3	1

Assay outcomes (PubChem)

The list is partial; count on the stated rates, not on these rows.
